m-calpain inh – inhibitors of pig calpain II; purified calpain II, fluorogenic peptide substrate, 30 min; inhibition, % at 16 µM; actives 0.37% (n = 220,000); AID 1236;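 active means inhibition above about 50%, limit read from the data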
RBBP9 inhibitor – human RBBP9 hydrolase inhibition. recombinant RBBP9, FP-Rh probe fluorescence polarization. inhibition, % at 7.94 µM. actives 0.2% (n = 220,000). AID 1515;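 active means inhibition above the campaign mean of all tested compounds plus 3 SD, cut at about 14% in these data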;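 further: plate controls were DMSO wells with RBBP9 for no effect and wells lacking RBBP9 protein for full effect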
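Controls: DMSO-treated enzyme wells and wells lacking RBBP9 | Material: RBBP9 protein | Technique: Fluorescence polarization | Replication: Single well per compound, no replicates | Buffer or medium: Tris-NaCl-Pluronic buffer, pH 8.0 | Timing: 30 min compound preincubation, 45 min probe labeling, 25 °C | Read-out basis: Percent inhibition from mP, scaled between DMSO and no-protein wells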
Runt-CBFb FRET – Runt domain-CBFb interaction inhibition | Cerulean-Runt/Venus-CBFb FRET ratio 530/480, 1 h | AID 1496 | actives 0.46% (n = 220,000) | Q01196+Q13951 | inhibition, % at 20 µM;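 active means inhibition over about 50% at 20 µM in the single-dose screen, limit read from the data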;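 further: 0% = DMSO wells and 100% = excess unlabeled CBFb competitor control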
Target sequence (Q01196 whole entry, looked up, the tested form may be a part): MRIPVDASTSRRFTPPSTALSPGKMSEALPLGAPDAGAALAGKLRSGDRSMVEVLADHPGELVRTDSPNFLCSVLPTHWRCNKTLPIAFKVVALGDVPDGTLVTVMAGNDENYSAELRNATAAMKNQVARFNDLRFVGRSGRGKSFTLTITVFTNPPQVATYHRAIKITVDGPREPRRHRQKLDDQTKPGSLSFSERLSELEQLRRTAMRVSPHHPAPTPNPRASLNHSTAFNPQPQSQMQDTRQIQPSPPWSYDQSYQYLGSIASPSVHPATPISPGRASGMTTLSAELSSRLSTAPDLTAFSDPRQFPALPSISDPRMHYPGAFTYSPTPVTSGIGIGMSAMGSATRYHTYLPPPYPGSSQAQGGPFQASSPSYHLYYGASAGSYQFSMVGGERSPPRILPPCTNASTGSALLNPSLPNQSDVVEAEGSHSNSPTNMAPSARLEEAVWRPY
Target sequence (Q13951 whole entry, looked up, the tested form may be a part): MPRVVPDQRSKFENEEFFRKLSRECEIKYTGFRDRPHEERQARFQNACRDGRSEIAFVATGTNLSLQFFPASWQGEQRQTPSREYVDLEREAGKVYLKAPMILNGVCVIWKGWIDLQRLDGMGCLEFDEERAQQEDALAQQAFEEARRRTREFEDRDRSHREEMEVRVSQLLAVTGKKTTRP
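Measured by: fluorescence energy transfer, 422 nm excitation, 530/480 nm emission; Assay system: Cerulean-Runt domain; Medium: Tris pH 7.5 buffer with BSA; Measure: loss of energy transfer signal; Controls: 5 µM unlabeled CBFb as full-inhibition high control; Incubation: protein complex preformed 1 h, compound exposure 1 h, room temperature, dark.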
EBV gp42 block – inhibitors of Epstein-Barr virus glycoprotein 42; Fluorescence polarization binding assay, mP read-out; Q1HVG2; actives 0.42% (n = 220,000); inhibition, % (tested at 21.74 µM); in the data active means inhibition above about 50%
Furin inh – inhibitors of human furin. purified furin, fluorogenic substrate cleavage. inhibition, % at 30 µM. actives 0.061% (n = 220,000). AID 463115; in the data active means inhibition above about 25%; further: inactives centre near -15
p97 ATPase inh – inhibitors of human p97 ATPase; recombinant p97 ATPase, Kinase-Glo ATP luminescence, 3 h; inhibition, % at 8 µM; actives 0.42% (n = 220,000); AID 1481; in the data active means inhibition above about 15%;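 further: 0% = DMSO vehicle and 100% = wells lacking enzyme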
Runt-SMMHC FRET – blocks binding of human RUNX1 Runt domain to CBFb-SMMHC; actives 0.74% (n = 220,000); Cerulean-Runt/Venus-CBFb-SMMHC FRET ratio 530/480, 1 h; inhibition, % at 20 µM; Q01196+Q13951;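 active means mean inhibition across duplicate retests at 20 µM reaching about 50%, limit read from the data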;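 further: 0% = DMSO wells and 100% = wells with excess untagged CBFb-SMMHC; inhibitors lower the FRET ratio by blocking Runt binding to CBFb-SMMHC; some results filed as inactive read as strong as hits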
TbHK1 inh – blocks Trypanosoma brucei hexokinase 1 activity. recombinant TbHK1, G6PDH-coupled NADH A340. inhibition, % at 10 µM. actives 0.11% (n = 220,000);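 active means inhibition of 50% or more in the single-dose primary screen; inactive means inhibition below 50%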
p47phox inh – blocks human p47phox regulatory protein of NADPH oxidases. P14598. p47phox/p22phox peptide binding, fluorescence polarization, 2 h. inhibition, % at 24.7 µM. actives 0.53% (n = 220,000);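 active means inhibition above about 30%, limit read from the data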;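 further: 0% = p47phox with labelled peptide and 100% = labelled peptide alone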
Target sequence (P14598 whole entry, looked up): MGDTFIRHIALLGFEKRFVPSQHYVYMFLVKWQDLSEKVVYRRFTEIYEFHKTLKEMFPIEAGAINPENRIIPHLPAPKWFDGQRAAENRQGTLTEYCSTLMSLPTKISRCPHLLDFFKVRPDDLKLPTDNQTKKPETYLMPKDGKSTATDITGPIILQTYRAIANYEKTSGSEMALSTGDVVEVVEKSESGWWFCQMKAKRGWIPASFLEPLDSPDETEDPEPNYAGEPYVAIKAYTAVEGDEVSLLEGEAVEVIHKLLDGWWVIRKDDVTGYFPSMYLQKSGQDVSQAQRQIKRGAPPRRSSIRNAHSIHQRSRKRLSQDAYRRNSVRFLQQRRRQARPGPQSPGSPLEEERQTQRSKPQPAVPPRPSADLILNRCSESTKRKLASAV
The depositor's hits bear a star; i = inactive; x = not tested or not shown; [ ] = dose if it differs, or a comment.

Start of the listing, in advance:
p97 ATPase inh	m-calpain inh	p47phox inh	Furin inh	TbHK1 inh	EBV gp42 block	Runt-SMMHC FRET	Runt-CBFb FRET	RBBP9 inhibitor	Structure
-1.1	19.2	0.4	-12.8[20 µM]	-3.4	-0.9	-1.0	0.3	-2.8	O=C1c2ccccc2C(=O)N1CC1c2ccccc2CCN1S(=O)(=O)c1ccccc1 (stereo not given)
-0.3	11.9	-14.4	-11.1	1.8	-7.8	-1.6	3.8	0.8	COc1nsnc1NS(=O)(=O)c1ccc(NC(=S)NC(=O)c2ccncc2)cc1
-0.3	-206.5	0.3	-25.9	1.5	1.1	10.5	1.0	-6.4	COc1ccc2[nH]c(=O)c(-c3noc(-c4ccccc4)n3)cc2c1
4.0	-2.5	-9.3	-11.1	-12.1	-11.0	-2.3	-2.1	-3.8	CCN(CC)S(=O)(=O)c1ccc(C)c(C(=O)Oc2cccc(-c3cnc4ccccc4n3)c2)c1

All compounds of this part, from the start:
p97 ATPase inh	m-calpain inh	p47phox inh	Furin inh	TbHK1 inh	EBV gp42 block	Runt-SMMHC FRET	Runt-CBFb FRET	RBBP9 inhibitor	Structure
-1.1	19.2	0.4	-12.8[20 µM]	-3.4	-0.9	-1.0	0.3	-2.8	O=C1c2ccccc2C(=O)N1CC1c2ccccc2CCN1S(=O)(=O)c1ccccc1 (stereo not given)
-0.3	11.9	-14.4	-11.1	1.8	-7.8	-1.6	3.8	0.8	COc1nsnc1NS(=O)(=O)c1ccc(NC(=S)NC(=O)c2ccncc2)cc1
-0.3	-206.5	0.3	-25.9	1.5	1.1	10.5	1.0	-6.4	COc1ccc2[nH]c(=O)c(-c3noc(-c4ccccc4)n3)cc2c1
4.0	-2.5	-9.3	-11.1	-12.1	-11.0	-2.3	-2.1	-3.8	CCN(CC)S(=O)(=O)c1ccc(C)c(C(=O)Oc2cccc(-c3cnc4ccccc4n3)c2)c1
8.0	-3.7	-8.6	-8.8	-6.8	-21.1	-0.8	4.6	0.4	O=C(NNc1ccc(-c2csnn2)cc1)c1cc(Cl)cc(Cl)c1
5.0	27.8	9.1	-19.0	3.4	-13.4	x	x	-7.9	CNCCCc1[nH]nc(N)c1C#N
5.2	0.6	-14.2	1.4	-20.2	-10.2	0.8	3.2	-10.6	O=C(NN1C(=O)/C(=C/c2cccs2)SC1=S)c1ccncc1
2.6	27.1	-3.1	13.0	-0.4	-9.7	-0.4	-0.5	-8.6	Cc1ccc(C(=O)N2CCN(S(=O)(=O)c3ccccc3)CC2)cc1
1.8	1.7	6.1	-11.5	3.5	-6.6	3.3	1.6	2.0	O=C(CSc1n[nH]c(-c2cc(Cl)ccc2Cl)n1)NCCN1C(=O)CSC1=O
-2.5	-12.2	-2.9	-25.1	0.9	-4.1	-1.7	1.3	-7.8	Cc1ccc(-n2c(Cc3cccn3C)nnc2SCC(N)=O)cc1
-3.6	3.5	49.8*	-1.0	6.0	20.1	-31.6	-11.7	-2.7	Cc1ccccc1NC(=O)Cn1c(O)c(N=NC(=O)c2ccccc2O)c2ccccc21
-4.7	2.4	-55.7	1.0	-16.2	8.4	2.5	1.5	-6.8	Nc1c(Br)cc2oc(-c3ccccc3)nc2c1Br
4.9	27.0	8.7	-13.9	21.7	6.9	3.5	-0.1	8.1	Cn1c(Cc2ccc3c(c2)OCO3)nnc1SCC(=O)N1CCc2ccccc2C1
-1.4	-14.2	-6.9	-9.9	5.4	-7.9	-0.1	-2.9	-3.1	O=C(CN1N=C(c2ccccc2)CCC1=O)NCc1ccccc1
3.3	-4.8	-8.3	-14.5	-14.6	-2.5	17.3	2.6	-8.6	CC(=O)c1c(C)[nH]c(C(=O)CSc2nnc(N)s2)c1C
3.2	24.4	-5.3	-5.8	-18.4	-1.6	0.5	0.1	-7.1	Cc1ccc(S(=O)(=O)CC(=O)c2ccc([N+](=O)[O-])cc2)cc1
1.8	3.3	-7.0	-30.0	-5.7	-6.1	-7.6	-0.1	1.8	CN(C)C=NC(=O)c1cc(C(=O)c2ccccc2Cl)c[nH]1
4.6	35.9	-2.6	-15.4	-0.7	-7.5	1.3	-4.1	1.7	CC(C)C(=O)Nc1cccc(NC(=S)NC(=O)c2ccc([N+](=O)[O-])cc2)c1
-0.2	-20.1	0.6	-17.8[20 µM]	-5.2	0.7	-2.6	1.4	-7.0	N/C(=N\OC(=O)c1ccc(Cl)cc1)c1cccnc1
4.7	8.1	-11.0	-24.6	-4.3	-11.0	1.4	0.5	-1.5	Cc1csc(NC(=O)C2CCN(S(=O)(=O)c3ccc4c(c3)oc(=O)n4C)CC2)n1
0.5	-29.3	-11.4	-19.4	-3.1	-8.7	-3.0	-2.6	2.6	COC(=O)c1sc2ncccc2c1OCc1ccccc1Cl
7.7	-18.2	-4.9	-28.4[20 µM]	-0.3	-4.1	-5.9	0.1	-2.4	O=C(NNC(=O)c1cccnc1)Nc1cccc2ccccc12
9.2	7.0	-10.0	-2.6	-9.7	-15.2	6.8	18.5	0.6	O=c1[nH]c2ccccc2c2oc(CCl)nc12
6.2	i	-14.3	-40.0	-21.5	-7.4	-0.3	-3.8	-5.2	O=S(=O)(Nc1cccc(-c2cn3cccnc3n2)c1)c1ccc(F)cc1
0.2	-0.3	-8.7	-16.6	1.7	-1.6	2.4	2.0	1.5	O=C(c1cccc2ccccc12)N1CCN=C1SCc1ccc([N+](=O)[O-])cc1
6.9	-15.3	-3.1	2.2	-2.4	8.9	2.2	-5.0	-2.4	CCc1ccc(N2C(=O)CN(Cc3cc(OC)c(OC)c(OC)c3)C2=S)cc1
2.7	-31.2	-9.3	-11.6[20 µM]	-10.6	-12.6	41.0	-2.4	-9.2	CC[n+]1c(/C=C2\C=C(C)CC(C)(C)C2)sc2ccccc21
-3.2	-13.1	-7.0	-26.9	-1.2	0.2	-3.2	1.0	-8.6	COc1ccc(C(=O)NCCCN2CCOCC2)cc1S(=O)(=O)N1CCCc2ccccc21
6.6	-17.1	-2.3	-14.0	4.7	-4.5	0.6	-0.2	-2.5	O=C(Nc1ccc2c(c1)OCCO2)C1c2ccccc2C(=O)N2CCc3ccccc3C12 (stereo not given)
1.2	27.6	-16.8	-5.0[20 µM]	0.9	1.4	1.6	x	7.8	CN(C(=O)CC(NC(=O)c1ccccc1)(c1ccccc1)c1ccccc1)c1ccccc1
-2.5	7.9	-9.1	-18.6[20 µM]	-2.4	-4.9	1.0	-0.1	-5.3	Cc1cc(C)nc(N(C#N)Cc2cccc3ccccc23)n1
11.1	-60.4	-48.0	-2.5[20 µM]	-13.6	-12.2	-3.4	3.1	1.1	CCc1c(C)sc(NC(=O)CC#N)c1C#N
5.2	-11.3	-4.3	-23.7	-3.7	9.9	0.3	-0.5	-8.0	COc1cc(C(=O)NNC(=O)c2ccc(NC(C)=O)cc2)cc(OC)c1OC
0.8	-9.7	-4.7	-10.5	-1.3	-13.3	-0.2	-0.5	-3.9	CS(=O)(=O)N1CCC(Oc2ccccc2C(=O)N2CCNC(=O)C2)CC1
1.1	19.2	-2.3	9.9	2.7	-9.6	-14.1	-15.7	-1.6	CC(C)(C)c1ccc(C(=O)N2CCC(=O)N(C(COCc3ccccc3)Cc3ccccc3)CC2)cc1 (stereo not given)
-0.5	28.6	4.8	-26.0[20 µM]	-1.1	21.0	-4.6	0.4	3.7	CC(C)n1cc(-c2ccc(Cl)cc2)cc(C#N)c1=O
6.2	-20.7	1.9	-32.3	-5.7	-10.0	-0.1	-0.3	-3.2	C=CCn1c(SCC(=O)Nc2ccc(F)cc2)nc2cc(C(=O)O)ccc2c1=O
2.4	3.6	-4.6	-18.1	-40.3	-6.0	1.9	-0.5	-0.2	O=C(NNS(=O)(=O)c1ccccc1Cl)c1nn(-c2ccc(F)cc2)ccc1=O
5.1	-2.5	-8.7	-29.7	-4.1	-5.2	5.1	-1.8	-9.9	COc1ccc(NC(=O)CC2CCCC2)cc1S(=O)(=O)N1CCCCC1
-4.1	25.0	-9.5	-29.1	0.0	-15.3	-1.1	0.0	-12.0	O=C(COC(=O)C1(c2cccc(F)c2)CCCC1)NCc1ccc2c(c1)OCO2
0.4	-14.2	-51.4	-33.1	-10.8	-3.1	-0.4	-2.1	-6.7	O=C(C1=C[C@H](c2coc3ccccc3c2=O)C[C@H](OCCCCO)O1)N1CCN(Cc2ccc3c(c2)OCO3)CC1
-0.5	-23.3	-18.3	-21.8	-14.7	-11.0	-0.6	9.2	-1.5	COc1ccc(-c2csc(C3=C(O)CN(C(C)C)C3=N)n2)cc1OC
-2.6	-20.5	-76.0	-19.8	-8.9	-61.9	-7.1	1.8	-8.2	CCOc1ccc(-n2c(O)c(/C=N/c3ccnn3Cc3ccncc3)c3ccccc3c2=O)cc1
3.0	-12.3	-2.1	-23.0	2.5	-21.3	2.4	-1.7	3.9	CC(C)n1c(C(O)c2ccc3c(c2)OCO3)nc2ccccc21 (stereo not given)
-0.6	29.3	-5.1	-26.4	-3.4	2.4	-5.3	2.8	-2.5	CCC(C)[C@@H](C(=O)Nc1ccc2c(c1)OCO2)N1Cc2ccccc2C1=O (stereo not given in full)
3.4	1.9	0.2	-21.5	1.0	-31.6	-2.3	3.5	-6.6	COc1ccc(C(=O)CCN2CCN(c3ccccc3OC)CC2)cc1
0.6	-21.4	-7.6	-26.7	-0.1	-3.5	-1.6	0.1	-2.1	COc1ccc(CNc2c(CO)cnc3c2cnn3C)cc1
4.4	-232.5	-5.0	-26.2	-9.0	-19.6	3.2	-2.3	-9.2	CC1=CC2=NC(=O)CC(C)(C(=O)N(CC(=O)NC(C)(C)C)Cc3ccccc3)N2C=C1 (stereo not given)
2.5	-28.4	-7.8	-2.9[20 µM]	2.2	-2.4	0.9	-0.8	10.1	CCOC(=O)C1=C(C)NC(=O)NC1C (stereo not given)
2.1	-3.7	-4.5	-28.4	-4.0	-4.8	x	x	-5.1	O=C(CCc1nnc(CCCc2ccccc2)o1)NC(C1CC1)C1CC1

Other structures
p97 ATPase inh	m-calpain inh	p47phox inh	Furin inh	TbHK1 inh	EBV gp42 block	Runt-SMMHC FRET	Runt-CBFb FRET	RBBP9 inhibitor	Structure
0.9	1.3	-13.8	-5.4	0.5	-1.6	2.1	-1.1	-8.1	O=S(=O)(c1ccc(F)cc1)N1CCN(CC(O)COCc2cccs2)CC1 (stereo not given)
-4.7	-4.6	-4.0	-8.7[20 µM]	7.9	2.0	-0.8	0.3	-9.5	O=C(CCN1C(=O)C2C3C=CC(C3)C2C1=O)Nc1c(F)cc(F)cc1Br (stereo not given)
-4.2	21.5	7.4	-2.8	8.1	7.5	0.7	1.6	-2.3	COc1cnc(-c2ccccn2)nc1Oc1ccc(F)cc1F
-3.4	-9.6	-2.1	-8.0[20 µM]	-9.8	-8.9	-0.6	4.4	-3.0	CCOC(=O)N1CCN(C(=O)c2cccc(OC)c2O)CC1
-5.0	39.2	-5.5	-11.2	-38.9	-2.3	-0.9	-2.1	-11.1	O=C(C1=NN[C@@H]2C(=O)N(Cc3ccccc3)C(=O)[C@H]12)c1ccc([N+](=O)[O-])cc1
0.1	-21.8	-2.0	-7.9	0.0	-8.4	2.1	-0.3	-5.9	Cc1oc(-c2cccs2)nc1CN1CCN(C2CCCC2)C(CCO)C1 (stereo not given)
1.0	-22.0	-5.0	-35.1[20 µM]	4.8	-1.6	1.9	-0.7	-10.0	CC(C)CCn1c(S(=O)(=O)O)nc2ccccc21
-0.5	-10.8	5.1	-7.7[20 µM]	-9.9	-18.4	-1.5	-0.1	-2.5	CN(C)CCCNC(=O)c1cc(Br)ccc1Cl

Screening results as filed in PubChem.
